Screens from PubChem.
FBW7 act: activators of human E3 ligase FBW7; Q969H0; AID 1259310; normalized activity (activation), % at 26.1 µM; AlphaScreen FBW7–phospho-cyclin E peptide binding, activator screen; 650,000 tested, 0.13% active; in the data active = normalized activity above about 1.9%;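 also: purified mutant Fbw7 with reduced substrate affinity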
TEAD-YAP inh: TEAD-YAP interaction inhibition; HEK-TIYL cells, TEAD-Gal4/YAP UAS-luciferase luminescence; inhibition, % at 9.12 µM; 640,000 tested, 1.4% active; AID 1259422; in the data active = inhibition above about 32%;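 also: 0% = median of test compound wells and 100% = reference inhibitor wells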
GPR151 activ: human GPR151 activation | PathHunter beta-arrestin GPR151 cells, luminescence | Q8TDV0 | activation, % at 11.2 µM | AID 1508602 | 650,000 tested, 1% active; in the data active = activation above about 4.9%;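 also: 0% = median of compound wells and 100% = cells with positive control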
Target sequence (Q8TDV0 whole entry, looked up): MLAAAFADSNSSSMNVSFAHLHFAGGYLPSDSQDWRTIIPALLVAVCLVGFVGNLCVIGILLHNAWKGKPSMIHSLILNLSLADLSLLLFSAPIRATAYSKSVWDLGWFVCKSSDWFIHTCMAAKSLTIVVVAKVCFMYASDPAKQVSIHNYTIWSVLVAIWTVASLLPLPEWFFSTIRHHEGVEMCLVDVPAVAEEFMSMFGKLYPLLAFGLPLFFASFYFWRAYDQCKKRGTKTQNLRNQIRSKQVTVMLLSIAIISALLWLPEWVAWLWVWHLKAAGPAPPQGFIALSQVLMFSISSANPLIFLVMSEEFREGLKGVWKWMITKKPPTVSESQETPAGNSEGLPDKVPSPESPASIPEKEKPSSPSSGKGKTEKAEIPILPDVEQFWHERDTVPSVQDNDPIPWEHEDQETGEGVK
MITF inh: inhibitors of human MITF; O75030; AlphaScreen MITF homodimerization, bead proximity signal; inhibition, % at 2.6 µM; 650,000 tested, 0.91% active; AID 1259374; in the data active = inhibition above about 50%;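 also: 0% = vehicle wells with protein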
Target sequence (O75030 whole entry, looked up): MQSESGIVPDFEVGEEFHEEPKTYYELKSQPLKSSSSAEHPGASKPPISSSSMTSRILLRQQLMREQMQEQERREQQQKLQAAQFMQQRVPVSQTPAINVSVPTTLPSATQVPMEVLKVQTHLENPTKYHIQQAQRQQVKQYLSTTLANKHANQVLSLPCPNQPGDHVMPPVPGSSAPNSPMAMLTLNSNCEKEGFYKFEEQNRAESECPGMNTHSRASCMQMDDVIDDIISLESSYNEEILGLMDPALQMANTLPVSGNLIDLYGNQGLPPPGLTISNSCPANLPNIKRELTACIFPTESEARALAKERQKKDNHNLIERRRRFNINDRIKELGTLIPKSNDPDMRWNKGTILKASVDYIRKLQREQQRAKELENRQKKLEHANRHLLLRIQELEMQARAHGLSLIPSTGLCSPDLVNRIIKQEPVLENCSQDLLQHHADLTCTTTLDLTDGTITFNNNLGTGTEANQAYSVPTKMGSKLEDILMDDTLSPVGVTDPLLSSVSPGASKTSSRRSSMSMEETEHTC
The depositor's hits bear a star; & = joins results of further samples.

Every second line gives: FBW7 act, TEAD-YAP inh, GPR151 activ, MITF inh
COc1cc(C(=O)Nc2cc(C(=O)N3c4ccc(F)cc4CCC3C)ccc2N2CC3CC(C2)c2cccc(=O)n2C3)cc(OC)c1OC (stereo not drawn)
    0.0, 0, -0.3, -1
CC(NC(=O)c1ccco1)c1nc2ccccc2n1CC(=O)N(C(C)C)C(C)C (stereo not drawn)
    0.7, -1, 2.6, 9
O=C(COc1cccc(Br)c1)N/N=C/c1cc([N+](=O)[O-])ccc1O
    0.1, 1, 0.1, -3
COc1ccc(CN(C)c2nc(CN(C)Cc3nccs3)nc3ccccc23)cc1OC
    0.1, -37, 0.0, 11
CC(C)COc1ccc(CN=C(N)/N=C(\N)N=C(N)N)cc1Cl
    0.2, 0, 0.2, -4
COc1ccc(-c2nc3ccccc3[nH]2)cc1
    0.1, 50*, -11, -3
O=C(NNC(=O)c1cc([N+](=O)[O-])cc([N+](=O)[O-])c1)c1cccc(Br)c1
    0.2, -8, 0.7, 7
O=C(CSc1cc(Cl)nc(Cl)c1)NN1CCOCC1
    -0.2, -6, -1.6, 7
O=C(CN1CC(=O)N2CCCC2C1=O)NCCCN1CCCCC1 (stereo not drawn)
    0.2, 2, -0.3, 9
Cc1cc(OC(=O)c2ccco2)c2c(C)cc(=O)oc2c1
    0.8, 0, -1.5, 11
CC(C)(C)NC(=O)COC(=O)/C=C/c1ccccc1[N+](=O)[O-]
    0.3, -4, -0.7, 18
NC(=O)c1c(C(F)(F)F)cc(C(F)(F)F)cc1C(F)(F)F
    0.2, 7, -1.1, 9
CCOC(=O)c1sc(NC(=O)C(C)Sc2nnc(CNC(=O)COc3ccccc3)n2C)c(C(=O)OCC)c1C (stereo not drawn)
    -0.2, -6, 1.0, -3
Cc1ccc(NC(=O)Cn2cc(S(=O)(=O)c3ccccc3)c(=O)c3ccccc32)cc1
    -0.2, 6, -0.1, -14
CCC(C(=O)NC1CCCCC1)n1ncn2c(cc3occc32)c1=O (stereo not drawn)
    -0.1, 0, 0.1, 10
COc1ccccc1C(=O)NCc1ccccn1
    -0.4, 2, 0.9, 12
CC1(C)CC(=O)c2sc(NC(=O)c3ccc(S(=O)(=O)N4CCCCC4)cc3)nc2C1
    -0.2, 5, 1.2, 2
CCCOc1ccc(C(CC(=O)O)NC(=O)c2ccc(OC)cc2OC)cc1 (stereo not drawn)
    0.1, 16, -0.4, -65
O=C(Nc1ccc2c(c1)CCC2)c1cc(N2CCN(Cc3ccccc3)CC2)nc2ccccc12
    0.1, 10, 1.4, -2
COc1ccc(C2Oc3c(OC)cccc3C3CC(c4cccc(OC)c4)=NN32)cc1 (stereo not drawn)
    -0.1, 44*, -1.2, 0
FC(F)(F)c1cc(-c2ccccc2)nc2cc(-c3ccc(Cl)cc3)nn12
    0.1, -9, 1.4, 12
CCOc1ccccc1C1Oc2ccc(Cl)cc2C2CC(c3ccc(OC)cc3)=NN21 (stereo not drawn)
    0.0, -43, -3.2, 13
O=C(O)CC1NC(=O)N(c2ccccc2)C1=O (stereo not drawn)
    0.3, 10, -0.4, 7
COc1nn(C)cc1C(=O)N1CC(C)OC(C)C1 (stereo not drawn)
    0.9, 0, -0.2, 41
COc1cccc(OC)c1C(=O)N1CC(=O)Nc2ccc(C)cc2C1c1ccc(F)cc1 (stereo not drawn)
    -0.1, 2, 0.1, 6
NNc1nc2c(-c3cccc(C(F)(F)F)c3)nnn2c2ccccc12
    0.1, -7, -1.7, 3
Nn1c(-c2cccc([N+](=O)[O-])c2)nc2ccccc2c1=O
    0.0, -2, 0.1, -6
CNC(=S)/N=C(\Nc1ccccc1)c1ccccc1
    0.0&-0.1, -3&8, 0.3&3.2, 3&-2
COc1cc(NS(=O)(=O)c2ccc3[nH]c(=O)ccc3c2)cc(OC)c1OC
    0.0, 0, -0.4, -11
Cc1[nH]c2ccccc2c1C(c1ccccn1)N1CCN(c2ccccn2)CC1 (stereo not drawn)
    -0.3, -4, -1.9, -1

Look-ups from the list:
COc1cccc(OC)c1C(=O)N1CC(=O)Nc2ccc(C)cc2C1c1ccc(F)cc1 (stereo not drawn) – MITF inh: 6
CC1(C)CC(=O)c2sc(NC(=O)c3ccc(S(=O)(=O)N4CCCCC4)cc3)nc2C1 – FBW7 act: -0.2
COc1cc(C(=O)Nc2cc(C(=O)N3c4ccc(F)cc4CCC3C)ccc2N2CC3CC(C2)c2cccc(=O)n2C3)cc(OC)c1OC (stereo not drawn) – GPR151 activ: -0.3
CC(C)COc1ccc(CN=C(N)/N=C(\N)N=C(N)N)cc1Cl – GPR151 activ: 0.2
CC(NC(=O)c1ccco1)c1nc2ccccc2n1CC(=O)N(C(C)C)C(C)C (stereo not drawn) – GPR151 activ: 2.6

New compounds follow:
Every second line gives: FBW7 act, TEAD-YAP inh, GPR151 activ, MITF inh
COc1cccc(C2CC(c3ccc(Br)cc3)=NN2C(=O)CSc2nnc(CNC(=O)c3ccco3)n2C)c1OC (stereo not drawn)
    -0.3, 3, -0.9, -7
Cc1ccc(S(=O)(=O)N2CCN(CCNC(=O)CC(C)C)CC2)cc1
    0.3, 9, -1.5, -3
COc1cc(NC(=O)C2=C(C)NC(=O)NC2c2cccc([N+](=O)[O-])c2)c(OC)cc1Cl (stereo not drawn)
    0.8, 7, -0.1, 5
COc1ccc(-n2c(SCC(=O)N3CCCC3)nc3ccsc3c2=O)cc1
    -0.1, 1, -0.3, -8
COc1ccc2cc(C(=O)NCc3ccco3)c(=Nc3ccc(C(=O)O)cc3)oc2c1
    -0.3, -54, 0.0, 1
COc1cc(C=O)ccc1Oc1nc2ccccc2n2nnnc12
    0.0, -7, -0.3, -12
Cc1sc2nc3c4ccccc4c(N4CCC(C)CC4)nn3c(=O)c2c1C
    0.0, -3, 1.9, -3
COc1cc(C(c2nnnn2C2CCCCC2)N2CCN(C)CC2)cc(OC)c1OC (stereo not drawn)
    0.1, -1, 0.2, 0
CN(C)c1ccc(-c2nc3cc(N)ccc3o2)cc1
    0.5, 79*, -8.2, 13
CC(C)(O)C#Cc1ccc(CN2CCOc3ccc(CN4CCC(O)CC4)cc3C2)cc1
    0.0, 6, -0.6, 0
COc1ccc(/C(N)=N/OC(=O)c2cccc3ccccc23)cc1
    -0.2, 2, -0.9, -19
O=C(O)C1C2CCC3C(OC(=O)C31)C2Cl (stereo not drawn)
    0.1, 1, -0.6, 2
O=C(Nc1cc2ccccc2cc1NC(=O)c1ccc(Cl)cc1)c1ccc(Cl)cc1
    -0.1, -4, 5.6*, 2
O=C(CSc1nc(-c2ccccc2)c(-c2ccccc2)[nH]1)c1ccccc1
    0.4, 12, -0.8, 29
N#Cc1cnn2c(C(F)(F)F)c3c(nc12)CCC3
    -0.1, -5, 0.9, 16
O=S(=O)(NCc1csc(-c2cccs2)n1)c1ccc2c(c1)CCO2
    -0.3, -6, 2.2, 4
CCn1cc(C(=O)N2CCC(C(=O)OC)CC2)c(=O)c2ccc(C)nc21
    0.0, -1, -2.8, 18
CCOc1ccc2c(c1)N(C(=O)c1cccc3ccccc13)C(C)(C)c1ssc(=S)c1-2
    -0.5, -4, 0.1, 27
Cn1cc(C(=O)N2CCCCCC2)c(=O)c2cc(S(=O)(=O)N3CCCCC3)ccc21
    -0.2, -13, 0.1, 8
CC(=O)N1CCc2cc(S(=O)(=O)N(C)c3ccc(Br)cc3)ccc21
    0.2, 8, 1.6, 4
Cc1ccccc1NC(=O)c1c(NC(=O)c2ccncc2)sc2c1CCCCC2
    0.3, -5, -0.5, 21
CC(C)(C)C(=O)NC1(C(F)(F)F)NC(=O)N(c2ccc(F)cc2)C1=O (stereo not drawn)
    0.3, -4, -0.5, -15
Cc1ccc(C(=O)Nc2ccc(-c3nc4ncccc4o3)cc2)cc1
    -0.2, -3, -0.2, 12
CCOc1ccc(NC2=C(Cl)C(=O)N(c3ccccc3OC)C2=O)cc1
    -0.2, 4, 2.4, 9
CC1CC(C)CN(C(=O)c2cn(C)c3ccc(S(=O)(=O)N(C)C)cc3c2=O)C1 (stereo not drawn)
    0.1, 7, -1.0, 10
Cc1cc(C)n(-c2cc(-c3ccccc3)nc3ncnn23)n1
    0.2, -9, 2.8, 0
COc1ccccc1CNC(=O)CCCn1c(=S)[nH]c2ccccc2c1=O
    0.0, 11, -0.4, 2
CN(C)c1ccc(CNc2nc3ccccc3n2CCN2CCCCC2)cc1
    -0.2, -13, -0.8, 13
NC(=O)c1cccc(N=Cc2ccc[nH]2)c1
    0.0, 2, -0.5, 5
COc1cc(NC(=O)c2sc3nc(-c4cccs4)ccc3c2N)cc(OC)c1OC
    -0.1, -2, -0.9, -5

Part of the list above, with tabs.
smiles	FBW7 act	TEAD-YAP inh	GPR151 activ	MITF inh
CN(C)c1ccc(CNc2nc3ccccc3n2CCN2CCCCC2)cc1	-0.2	-13	-0.8	13
NC(=O)c1cccc(N=Cc2ccc[nH]2)c1	0.0	2	-0.5	5

Complete entries as entered above. Order of values: FBW7 act | TEAD-YAP inh | GPR151 activ | MITF inh
CC(C)(C)C(=O)NC1(C(F)(F)F)NC(=O)N(c2ccc(F)cc2)C1=O (stereo not drawn) is listed as 0.3 | -4 | -0.5 | -15
NC(=O)c1cccc(N=Cc2ccc[nH]2)c1 is listed as 0.0 | 2 | -0.5 | 5
COc1cc(C(c2nnnn2C2CCCCC2)N2CCN(C)CC2)cc(OC)c1OC (stereo not drawn) is listed as 0.1 | -1 | 0.2 | 0

Given as a markdown table: entries from further up
| compound | FBW7 act | TEAD-YAP inh | GPR151 activ | MITF inh |
| --- | --- | --- | --- | --- |
| COc1cc(NC(=O)C2=C(C)NC(=O)NC2c2cccc([N+](=O)[O-])c2)c(OC)cc1Cl (stereo not drawn) | 0.8 | 7 | -0.1 | 5 |
| COc1ccc(-n2c(SCC(=O)N3CCCC3)nc3ccsc3c2=O)cc1 | -0.1 | 1 | -0.3 | -8 |
| COc1ccc2cc(C(=O)NCc3ccco3)c(=Nc3ccc(C(=O)O)cc3)oc2c1 | -0.3 | -54 | 0.0 | 1 |

The list continues:
Every second line gives: FBW7 act, TEAD-YAP inh, GPR151 activ, MITF inh
CC(=O)N1CCCN(Cc2c(C(=O)N3C[C@@H](C)O[C@@H](C)C3)nc3sccn23)CC1
    -0.1, -5, 4.7, 5
CS(=O)(=O)c1ccc(-c2ccc3c(c2)CC(CNC(=O)c2ccccc2)O3)cc1 (stereo not drawn)
    0.0, 20, 0.7, -3
Cc1c(CN(C)CCc2ccccc2)c(=O)n(-c2ccccc2)n1C
    0.0, -6, -0.7, 48
O=C(c1ccc(CS(=O)(=O)c2ccccc2)o1)N1CCN(c2ncccn2)CC1
    0.1, 3, 0.0, -5
COc1ccccc1NC(=O)CCN1CC(C)CC(C)C1 (stereo not drawn)
    0.6, 5, 0.4, -9
C=CCc1ccc(OCCOCCNCCOC)c(OC)c1
    -0.2, 5, 0.1, -2
CCC(=O)NNC(=O)COc1cc(C)ccc1C(C)C
    0.3, 10, 0.2, 12
CCOc1ccc(N(C(C)C(=O)NCc2ccncc2)S(C)(=O)=O)cc1 (stereo not drawn)
    0.0, -1, -0.4, -2
NC(=O)c1ccccc1NC(=O)c1cccs1
    0.8, -1, -0.7, 10
N=C1/C(=C\c2coc3ccccc3c2=O)C(=O)N=C2SC(CC(=O)N3CCCC3)=NN12
    0.0, 8, 0.1, 4
CC1(C)CC(=O)c2sc(Nc3nc4ccc(F)cc4s3)nc2C1
    0.0, -54, 1.9, -8
COC(=O)c1c(N)n(C2CCCC2)c2nc3ccccc3nc12
    0.2, 6, -0.1, 10
CCOC(=O)NNc1ccc2nonc2c1[N+](=O)[O-]
    -1.0, -13, -1.1, 48
Clc1cncc(Cl)c1N1CCN(c2ccc(-c3cccnc3)cn2)CC1
    -0.4, 50*, 0.0, 16
CC(C)N1CCC(CNC(=O)c2cc(Cc3ccc(F)cc3)no2)CC1
    0.1, 5, 2.4, -7
CC1CCCCN1C(=O)CCS(=O)(=O)c1cc2c(cc1Cl)NC(=O)CO2 (stereo not drawn)
    0.3, -3, 0.8, 16
Cc1cc(C)cc(NC(=O)CSc2nc3[nH]ncc3c(=O)n2-c2ccc(Cl)cc2)c1
    0.0, -2, 0.0, -4
COc1cccc(C(=O)Nc2nnc(S(=O)(=O)N3c4ccccc4CC3C)s2)c1 (stereo not drawn)
    -0.1, 4, -0.3, 25
CCc1cc2c(oc(=O)c3ccccc32)c(CN2CCOCC2)c1O
    -0.3, 3, 0.3, -10
CC(C)c1ccc(NC(=S)NN2CCN(C)CC2)cc1
    0.0, 9, -0.9, 11
COCCn1c(C)cc(C(=O)COC(=O)c2ccc[nH]c2=O)c1C
    -0.1, 62*, 0.4, 2
CCOC(=O)c1nc(Nc2ccc(Oc3ccc4c(c3)C(=O)N(CCc3ccc(OC)c(OC)c3)C4=O)cc2)c2ccccc2n1
    -0.1, 0, -0.6, -10
CC(C)(C)NC(=O)C(c1ccccc1F)N(Cc1ccccc1)C(=O)c1csnn1 (stereo not drawn)
    0.0, 4, 0.7, 6
CC1=NN(C(=O)c2ccccc2)C(c2ccccc2)C1 (stereo not drawn)
    0.4, -3, -0.6, 15
Cc1cc(-c2ccc(C(=O)O)s2)cnc1N
    -0.1, -9, -3.6, 4
Cc1cccc(NC(=O)c2sc3cccc(Cl)c3c2Cl)c1
    0.6, -7, -0.2, 4
COc1ccc(C2C(C(=O)Nc3cccc(OC)c3)c3ccccc3C(=O)N2Cc2ccc(F)cc2)cc1 (stereo not drawn)
    0.1, 7, 0.2, 9
CCOc1ccc2c(c1)C(C)CC(C)(C)N2C(=O)Nc1ccccc1 (stereo not drawn)
    -0.2, -3, -0.8, 3
FC(F)(F)c1cccc(Nc2nccn3c(-c4cccc5cccnc45)cnc23)c1
    0.0, 18, 0.2, -9
COc1ccc(/C=C2/OC(=O)c3c2cc(C)[nH]c3=O)cc1OC
    0.0, -7, 1.9, 4
CN(C(=O)c1cnccn1)c1nnc(-c2cccnc2)s1
    -0.1, -1, 0.9, 9
